K1F lysis inhibition: inhibition of K1F phage lysis, E. coli UTI89, bacterial capsule biogenesis inhibitors, alamar blue (AID 488966); E. coli UTI89 K1F phage lysis, alamar blue, 2 h; higher % means a stronger effect; one-dose inhibition, % at 100 µM; IC50 in µM for titrated hits; actives 0.02% (n = 340,000);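 active = phage lysis inhibition, versus mean bacterial control, above a set limit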;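 note: capsule biogenesis inhibitors block K1F phage lysis so surviving cells raise fluorescence; higher fluorescence means more inhibition of phage lysis; actives were called in the ten point dose series up to 300 µM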
Lipid droplet: inhibitors of hepatocyte lipid droplet formation, primary screen, imaging, high-throughput imaging, BODIPY stain; AML12 mouse hepatocytes, oleate lipid droplets; inhibition, % at 6.5 µM; actives 0.4% (n = 240,000); AID 1656, 2009;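 active = lipid droplet intensity inhibited by at least 50%, with more than 500 cells counted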
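Assay system: AML12 mouse liver cells | Compound dosing: One dose, 6.5 µM compound | Read-out basis: Droplet intensity reduction, % inhibition | Measured by: Fluorescence imaging, 20x objective, two fields per well | Schedule: Overnight treatment with compound plus oleate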
Siah-1 displacement: Siah-1 peptide-binding antagonists, primary screen, biochemical, fluorescence polarization, rhodamine-plectin, uHTS (AID 1817) | Siah-1 / rhodamine-plectin peptide fluorescence polarization; higher % means a stronger effect | displacement, % at 20 µM; hits with a dose series show IC50 in µM | actives 0.02% (n = 290,000);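 active = displacement of at least 50% at 20 µM, with a fluorescence ratio check between 0.3 and a set limit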;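 note: plate controls were Siah plus tracer with DMSO for no effect and tracer alone without Siah for full effect; strong numbers were not always called active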
Lipid droplet cells 6.5 µM: recorded beside Lipid droplet, whose call it bears; cell count; measured here: cell count, cytotoxicity flag;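 cells counted across two imaged fields per well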
The depositor's hits bear a star; i = inactive; [ ] = another dose, or the depositor's remark. These rows are one share of the data; count on the stated rates, not on these rows.

item	mol	K1F lysis inhibition	Lipid droplet	Lipid droplet cells 6.5 µM	Siah-1 displacement
1	Cc1cc(C)n2nc(CNS(=O)(=O)c3cccc([N+](=O)[O-])c3)nc2n1	0.5%	-3	718	10%
2	CCn1c(C)c(C)c2cc(C(=O)N3CCCC3)ccc21	0.5%	-12	684	3%
3	Cc1ccc(CNS(=O)(=O)c2ccc(C)s2)cc1	0.3%	-12	701	-2%
4	COc1ccc(OCc2cc(C(=O)N3CCC(OC)CC3)no2)c2ccccc12	-0.3%	-6	664	0%
5	CCc1nc(N2CCN(C(C)=O)CC2)c2c3c(sc2n1)CCCC3	-0.2%	36	778	7%
6	CC(C)(O)C(=O)N/N=C\c1ccc(OC/C=C/c2ccccc2)cc1	-0.2%	12	813	2%
7	COCCCn1c(SCC(=O)NC2CCCC2)nnc1-c1ccccc1	0.2%	11	809	4%
8	COc1ccc(/C=C/C(=O)c2ccc(C(=O)/C=C/c3ccc(OC)c(OC)c3)cc2)cc1OC	-0.1%	-4	789	0%
9	COc1cc(NC(=O)CSCc2ccc(Cl)cc2)c(C(=O)O)cc1OC	0.0%	13	760	9%
10	CCN1CCN(C(=O)C2CCN(S(=O)(=O)c3ccc(Br)cc3)CC2)CC1	0.1%	1	716	7%
11	Cc1ccccc1N(C(=O)c1snc(C(N)=O)c1N)C(C(=O)NCC1CCCO1)c1ccc(F)cc1 (stereo not given)	0.1%	-1	806	1%
12	O=C(Nc1ccc(F)cc1)NC1CCCc2ccccc21 (stereo not given)	1.5%[50 µM]	-11	864	5%
13	O=C(Nc1ccc(Cl)cc1)c1ccc(S(=O)(=O)N2CCOCC2)cc1	0.1%	9	817	i
14	Cc1cc(OCCCC(=O)NNC(=O)c2ccncc2)ccc1Cl	-0.1%	4	853	8%
15	Cc1ccccc1NC(=O)CSc1ccc(-c2ccccn2)nn1	0.1%	-2	702	3%
16	CCOC(=O)N1CCN(C2=C(NS(=O)(=O)c3ccc(C)cc3)C(=O)c3ccccc3C2=O)CC1	0.5%	-2	686	5%
17	CCOc1ccccc1NC(=O)c1ccc2c(c1)C(=O)N(CC(C)C)C2=O	-1.4%	12	819	6%
18	Cc1ccc(-c2csc3ncnc(NCCC(=O)O)c23)cc1C	-1.3%	27	818	14%
19	O=C(O)[C@H]1CCCN1C(=O)c1ccccc1N1C(=O)[C@@H]2Cc3c([nH]c4ccccc34)C(c3cccc(Cl)c3)N2C1=O (stereo not given in full)	-0.4%	-3	804	0%
20	CCCc1nc2nc(C)c(NS(=O)(=O)c3ccc([N+](=O)[O-])cc3)c(=O)n2[nH]1	-0.3%	-16	815	-5%
21	Cc1c(C(=O)N(Cc2cccc(Br)c2)C2CCS(=O)(=O)C2)oc2ccccc12 (stereo not given)	0.3%	-16	640	2%
22	O=C(COc1ccc2c(-c3ccccc3)cc(=O)oc2c1)NCCN1CCOCC1	0.1%	0	757	-2%
23	COc1ccc(C(=O)N2CCCC(Nc3ccc(C)c(C)c3)C2)c(OC)n1 (stereo not given)	-0.2%	-1	748	-2%
24	COc1ccc(OC)c(NC(=O)CCCNC(=O)Cn2cnc3sc(C)c(C)c3c2=O)c1	0.0%	22	797	-3%
25	O=C1[C@H]2[C@@H](c3ccc(F)cc3)N3C(=O)N(c4ccccc4)C(=O)[C@@]3(Cc3ccc(Cl)cc3)[C@H]2C(=O)N1C1CCCCC1	0.8%	-11	736	8%
26	COc1ccccc1CC(NC(C)=O)C(=O)NC1CCN(S(=O)(=O)c2ccc(NC(C)=O)cc2)CC1 (stereo not given)	-0.1%	5	847	-2%
27	Cc1noc(C)c1CSCC(=O)N(C)CC(=O)Nc1ccccc1Cl	0.1%	8	643	-4%
28	Cc1oc2cc(Br)c(O)c(Br)c2c1C(=O)c1ccccc1	-0.4%[50 µM]	-3	804	-4%
29	COc1ccccc1NC(=O)CCS(=O)(=O)c1ccc2c(c1)oc(=O)n2C	1.3%	-14	713	3%
30	COc1cc(OC)c(OC)cc1CNC(=O)c1cc(=O)[nH]c2ccccc12	0.0%	2	790	-4%
31	O=C(NCCNC(=O)c1ccc(Cl)cc1Cl)c1cnccn1	0.3%	4	824	2%
32	O=C(Nc1ccc(-n2cccn2)cc1)C1CCCCN1Cc1cccc2c1OCO2 (stereo not given)	0.5%	21	649	-2%
33	COc1cccc(C2N=C(c3ccccc3C)NO2)c1OC (stereo not given)	-0.1%	-6	708	-1%
34	O=[N+]([O-])c1ccc(C(O)C[n+]2ccccc2)cc1 (stereo not given)	0.4%	-3	809	1%
35	O=c1c(NCCc2ccc(Cl)cc2)c(-c2ccccc2)c1=O	0.0%	-8	820	12%
36	CCOC(=O)C1(Cc2cccc(Cl)c2)CCCN(C(=O)c2ccco2)C1 (stereo not given)	-0.1%	-32	788	0%
37	Nc1ccc(-c2c3ccccc3nc3ccccc23)cc1	2.1%[50 µM]	10	679	10%
38	CCOc1ccc(Br)cc1C(=S)N1CCCC1	-0.5%	-8	818	5%
39	COc1ccccc1CNC(=O)C1CCCN(S(=O)(=O)c2ccc3c(c2)CC(C)N3C(C)=O)C1 (stereo not given)	0.1%	0	711	9%
40	COc1ccc(OCC(=O)NCC(c2ccc(OC)cc2)N2CCCCC2)cc1 (stereo not given)	0.4%	-4	785	4%
41	CCCCNC(=O)c1ccc(CS(=O)(=O)c2ccccc2OC)o1	0.1%	9	417	-5%
42	COC(=O)C1(C)NC(c2ccc(OC)cc2)C2C(=O)N(c3ccccc3)C(=O)C21 (stereo not given)	0.1%	-6	810	1%
43	O=C1C(=O)N(Cc2cccnc2)C(c2cccc(Br)c2)/C1=C(/O)c1ccc2c(c1)OCO2 (stereo not given)	0.9%[50 µM]	-26	685	-4%
44	O=C(N/N=C/c1cccc(OC(=O)c2cccc(Br)c2)c1)c1ccncc1	-1.1%[50 µM]	-15	836	3%
45	Cc1cc(C)c(C#N)c(SCC(=O)Nc2nonc2N)n1	-0.2%	-5	834	-4%
46	Cc1cccc(C(=O)Nc2ccc(C(=O)N/N=C/c3ccc4c(c3)OCO4)cc2)c1	-0.4%	-3	782	4%
47	O=C(NC1CCCCC1)c1cccc(S(=O)(=O)N2CCCCC2)c1	0.0%	-9	800	5%
48	O=C(NCCc1ccccc1)C(=O)NCC1OCCN1S(=O)(=O)c1cc(F)ccc1F (stereo not given)	3.2%	0	706	-1%
49	Cc1c(C(=O)NC2CCN(Cc3ccccc3)C2)oc2ccc(Br)cc12 (stereo not given)	1.6%	-6	728	9%
50	Oc1c(Cl)cc(Cl)cc1CNc1nccs1	-1.0%	-12	797	5%
51	Cc1oc(-c2ccc(Cl)cc2)nc1CN1CCCC(C(=O)N2CCOCC2)C1 (stereo not given)	0.1%	-20	726	0%
52	O=Cc1ccc(C(=O)OCC(=O)Nc2ccc(F)cc2F)cc1	0.3%	3	824	0%
53	O=C(Nc1ccc(Cl)cc1)c1cccc(NC2=NC3CS(=O)(=O)CC3S2)c1 (stereo not given)	3.7%	0	735	22%
54	COc1ccc(Cc2nnc(NC(=O)c3ccc(OC)cc3OC)s2)cc1	-2.6%	-15	784	-2%
55	Cn1ccnc1SCC(=O)NC1CCCC1	-0.3%	9	787	-2%
56	COc1ccccc1CNC(=O)CCC(=O)N1Cc2cccc(OC)c2Oc2ncccc21	0.1%	-12	711	4%
57	CN(Cc1ccccc1)C(=O)COc1ccccc1Cl	0.0%	-15	813	4%
58	O=C(c1ccc(Cl)c(S(=O)(=O)N2CCCC2)c1)N1CCCCC1	1.0%	0	846	3%
59	COc1ccc(Cl)cc1NC(=O)CCNC(=O)Cn1ccc2ccccc2c1=O	0.3%	-1	778	14%
60	O=C1C=CC(=O)N1Cc1ccccc1	-16%	5	813	1%

(next part)
item	mol	K1F lysis inhibition	Lipid droplet	Lipid droplet cells 6.5 µM	Siah-1 displacement
61	COc1ccc(S(=O)(=O)NC(C)C(=O)NCc2ccco2)cc1OC (stereo not given)	0.3%	13	743	0%
62	O=c1[nH]c(C2CCN(S(=O)(=O)c3ccccc3F)CC2)nc2c1nnn2Cc1ccc(OC(F)(F)F)cc1	-1.1%	1	732	2%
63	COc1ccc(C(=O)c2c(C)c(CCC#N)n3ccccc23)c(OC)c1	0.1%	-16	822	-4%
64	O=C1/C(=C\c2cccc(O)c2O)SC(=S)N1Cc1ccccc1	0.7%	-1	703	7%
65	O=c1nc2ccc(Cl)cn2c2ccc(S(=O)(=O)N3CCOCC3)cc12	0.6%	-2	678	-3%
66	Cc1ccc(NC(=O)CN2C(=O)c3ccccc3S2(=O)=O)c(C)c1	-0.2%	12	854	2%
67	COc1cccc(CNC(=O)c2nnn(CC(=O)Nc3cc(Cl)ccc3C)c2N)c1	0.1%	-3	649	7%
68	Cc1ccc(C)c(C(=O)COC(=O)C(C)N2C(=O)C3C4CCC(C4)C3C2=O)c1 (stereo not given)	-0.1%	-5	706	-2%
69	Cc1ccc(/C(O)=C2\C(=O)C(=O)N(C)C2c2ccccc2[N+](=O)[O-])cc1 (stereo not given)	0.8%	1	819	5%
70	COc1cc(/C=N\Nc2nncn2N)ccc1OC(C)=O	-1.2%	2	821	12%
71	CC1CCN(c2ccccc2NC(=O)c2ccc([N+](=O)[O-])o2)CC1	-0.1%	42	826	-3%
72	COCCCNC(=O)c1cc2c(-c3cccc(OC)c3)nn(C)c2s1	-0.4%	-26	833	-9%

12 successive entries from above, for reference:
item	mol	K1F lysis inhibition	Lipid droplet	Lipid droplet cells 6.5 µM	Siah-1 displacement
58	O=C(c1ccc(Cl)c(S(=O)(=O)N2CCCC2)c1)N1CCCCC1	1.0%	0	846	3%
59	COc1ccc(Cl)cc1NC(=O)CCNC(=O)Cn1ccc2ccccc2c1=O	0.3%	-1	778	14%
60	O=C1C=CC(=O)N1Cc1ccccc1	-16%	5	813	1%
61	COc1ccc(S(=O)(=O)NC(C)C(=O)NCc2ccco2)cc1OC (stereo not given)	0.3%	13	743	0%
62	O=c1[nH]c(C2CCN(S(=O)(=O)c3ccccc3F)CC2)nc2c1nnn2Cc1ccc(OC(F)(F)F)cc1	-1.1%	1	732	2%
63	COc1ccc(C(=O)c2c(C)c(CCC#N)n3ccccc23)c(OC)c1	0.1%	-16	822	-4%
64	O=C1/C(=C\c2cccc(O)c2O)SC(=S)N1Cc1ccccc1	0.7%	-1	703	7%
65	O=c1nc2ccc(Cl)cn2c2ccc(S(=O)(=O)N3CCOCC3)cc12	0.6%	-2	678	-3%
66	Cc1ccc(NC(=O)CN2C(=O)c3ccccc3S2(=O)=O)c(C)c1	-0.2%	12	854	2%
67	COc1cccc(CNC(=O)c2nnn(CC(=O)Nc3cc(Cl)ccc3C)c2N)c1	0.1%	-3	649	7%
68	Cc1ccc(C)c(C(=O)COC(=O)C(C)N2C(=O)C3C4CCC(C4)C3C2=O)c1 (stereo not given)	-0.1%	-5	706	-2%
69	Cc1ccc(/C(O)=C2\C(=O)C(=O)N(C)C2c2ccccc2[N+](=O)[O-])cc1 (stereo not given)	0.8%	1	819	5%

Additional results:
item	mol	K1F lysis inhibition	Lipid droplet	Lipid droplet cells 6.5 µM	Siah-1 displacement
73	CCCn1c(C(C)Nc2nc(C)cs2)nc2cc(Cl)c(Cl)cc21 (stereo not given)	0.1%	-2	799	-3%
74	CCCc1cc(C(=O)N2CCCC(C(=O)c3cc(C)c(OC)c(C)c3)C2)n(C)n1 (stereo not given)	0.0%	47	749	-4%
75	O=C(COc1ccc(Br)cc1)Nc1ccc(CN2CCOCC2)cc1	-0.2%	-7	865	-4%
76	Cc1ccc(-c2ccc(=O)n(CCC(=O)N3CCN(c4ccccc4)CC3)n2)cc1	0.0%	6	819	-1%
77	CCCC1=Nc2cc(C(=O)N3CCC(C(=O)OCC)CC3)ccc2Sc2ccccc21	0.0%	-21	667	2%
78	CCOC(=O)C(C)n1cnc2c(nnn2-c2ccc(F)cc2)c1=O (stereo not given)	3.3%	0	746	2%
79	CC(=O)NC1C(=O)N(CCN2CCOCC2)c2ccc(Cl)cc21 (stereo not given)	-0.1%[50 µM]	-2	836	17%
